Assay outcomes deposited in PubChem by National Center for Advancing Translational Sciences (NCATS).
EPAC1 agonist = activates human EPAC1 exchange factor; O95398; EPAC1 agonist qHTS, biochemical assay; response scale: 100% = response to 6.5 mM cAMP; Potency, µM (series often up to 154 µM), without a hit: top-dose activation, usual class: activators; 360,000 compounds, 0.073% hits; AID 720707; also: potency is read from the fitted curve at half-maximal effect; nearly all actives have a fitted effect of over 60% in size
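Read-out is the fluorescence drop as BODIPY-GDP leaves Rap1B (480 nm excitation, 540 nm emission), recorded every 5 minutes over 30 minutes. Reactions held 100 nM EPAC1, 250 nM Rap1B–BODIPY-GDP and 50 uM GDP, with 6.5 mM cAMP setting full activation.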
CCT modulator = modulators of cytosolic chaperonin (CCT/TRiC) activity | purified chaperonin ATPase assay, HTRF ADP detection, 30 min | activity change, % (concentration not given with the values), hits read low | 360,000 compounds, 0.3% hits | AID 651819; in the data active = activity change below about -30%; also: % is scaled to controls: 0 for no effect and ±100 for the full control effect
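Nucleotide hydrolysis assay: TRiC at 20–40 nM final (set by batch activity) with 10 uM ATP, 30 min at 37 °C, in presence of 76 uM compound. Detection by competitive ADP HTRF, 30 min ambient.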
EPAC2 ag = agonists of human EPAC2 (RAPGEF4). Q8WZA2. EPAC2 activation, biochemical qHTS; response scale: 100% = 6.5 mM cAMP response. Potency, µM (highest dose often 154 µM), for the others: at the highest dose activation, actives largely listed as activators. 360,000 compounds, 0.079% hits. AID 720711; also: potency is read from the fitted curve at half-maximal effect; nearly all actives have a fitted effect of over 50% in size
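EPAC2 (100 nM) mixed with Rap1B loaded with BODIPY-GDP (250 nM) plus 50 uM unlabeled GDP; compounds pinned in, 5 min RT, then read every 5 min for 30 min (ex 480, em 540 nm). Normalized to cAMP control.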
WRN helicase inh = WRN helicase (human) inhibition; WRN helicase unwinding, fluorescent forked duplex, kinetic; Q14191; 360,000 compounds, 0.46% hits; Potency, µM (doses to about 114 µM), for inactives: at the top dose activity change, negative = inhibition, actives largely listed as inhibitors; also: potency is read from the fitted curve at half-maximal effect; % is scaled to controls: 0 for no effect and ±100 for the full control effect; nearly all actives have a fitted effect of over 55% in size
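WRN at 20 nM final preincubated with compound 15 min at room temperature; reaction started with 100 nM fluorophore/quencher forked duplex oligonucleotide and 2 mM ATP final. Unwinding followed kinetically by red fluorescence (ex 525, em 598 nm).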
IL2 activator = activators of IL-2 | IL-2 activation reporter assay, cell-based qHTS; stimulated with anti-CD3/CD4/CD28 beads; in transgenic mouse T cells | activation, % (series mostly up to about 46 µM) | 360,000 compounds, 0.065% hits; in the data active = activation above about 50%; inconclusive = mostly about 30% to 49%; also: 0% is about no effect
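Readout is EGFP and DsRed signal by fluorescent plate cytometry after 18 h at 37 degrees C. Transgenic mouse T cells (750/well) received compound for 60 min before bead stimulation (anti-CD3, anti-CD4, anti-CD28); memory T cells served as non-tolerant control.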
PLK1 PBD inh = inhibitors of human PLK1 polo-box domain binding; Potency, µM, inactives show max response, negative = inhibition, most hits filed as inhibitors; P53350; 360,000 compounds, 2.8% hits; AID 720504; Plk1 PBD binding of FITC phosphopeptide, fluorescence polarization; also: potency is read from the fitted curve at half-maximal effect; series mostly up to about 57 µM; % is scaled to controls: 0 for no effect and ±100 for the full control effect; nearly all actives have a fitted effect of over 65% in size
Target sequence (P53350 whole entry, looked up, the tested form may be a part): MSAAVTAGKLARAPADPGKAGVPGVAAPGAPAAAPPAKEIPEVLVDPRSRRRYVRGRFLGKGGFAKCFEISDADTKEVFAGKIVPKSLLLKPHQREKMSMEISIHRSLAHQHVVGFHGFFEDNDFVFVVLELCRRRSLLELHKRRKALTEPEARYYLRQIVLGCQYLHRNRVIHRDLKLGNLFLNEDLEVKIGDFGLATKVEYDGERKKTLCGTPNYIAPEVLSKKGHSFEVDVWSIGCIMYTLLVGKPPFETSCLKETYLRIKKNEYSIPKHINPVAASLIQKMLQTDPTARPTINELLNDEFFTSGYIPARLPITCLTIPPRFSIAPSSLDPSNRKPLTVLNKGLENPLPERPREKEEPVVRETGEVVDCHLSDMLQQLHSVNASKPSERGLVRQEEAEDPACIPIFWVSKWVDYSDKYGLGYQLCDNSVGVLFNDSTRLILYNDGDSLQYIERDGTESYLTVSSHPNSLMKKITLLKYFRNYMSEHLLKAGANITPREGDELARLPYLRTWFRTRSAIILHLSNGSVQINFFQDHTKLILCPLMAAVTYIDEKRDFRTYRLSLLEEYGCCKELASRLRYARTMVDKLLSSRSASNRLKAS
PI5P4K alpha inh = inhibitors of human PI5P4K alpha | P48426 | PI5P4Kalpha enzyme, ADP-Glo luminescence, 60 min; hits give low values | AID 652105 | max response, % | 330,000 compounds, 1.2% hits; active = max response of -50% or lower; inconclusive = between -30% and -50%; inactive = -30% or higher; also: value at the top dose of about 77 µM; % is scaled to controls: 0 for no effect and ±100 for the full control effect
Target sequence (P48426 whole entry, looked up): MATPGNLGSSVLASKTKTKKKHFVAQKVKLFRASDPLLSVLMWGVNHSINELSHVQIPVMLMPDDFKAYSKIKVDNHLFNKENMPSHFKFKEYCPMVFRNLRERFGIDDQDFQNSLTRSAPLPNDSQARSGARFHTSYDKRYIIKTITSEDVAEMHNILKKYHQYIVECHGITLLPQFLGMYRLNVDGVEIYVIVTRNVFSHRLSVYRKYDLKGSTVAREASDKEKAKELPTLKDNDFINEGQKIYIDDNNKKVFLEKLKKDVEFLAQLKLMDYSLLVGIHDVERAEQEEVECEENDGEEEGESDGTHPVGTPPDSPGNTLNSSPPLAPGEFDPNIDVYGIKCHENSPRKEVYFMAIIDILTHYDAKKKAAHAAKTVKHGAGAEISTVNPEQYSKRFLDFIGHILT
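Enzyme plus substrate dispensed, test compounds pinned in, then ATP (5 microM final) added. After 60 min at RT, ADP-Glo reagent 1 for 45 min and reagent 2 for 30 min preceded luminescence imaging.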
EPAC1 antag = EPAC1 (human) antagonism | O95398 | EPAC1 GEF assay, Rap1b-BODIPY-GDP exchange fluorescence | Potency, µM (titrated, usually from 115 µM), inactives show at the highest dose activity change, negative = inhibition, actives largely listed as inhibitors | 360,000 compounds, 0.14% hits;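 also: potency is read from the fitted curve at half-maximal effect; plate controls were vehicle for no effect and positive control for full effect; nearly all actives have a fitted effect of over 50% in size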
* = called active by the depositor; ? = inconclusive; . = no result given; [ ] = remark or other dose. Unless noted, calls follow the shape of the dose curve; as a rule, active = well fitted curve in the direction sought with a large enough effect; inconclusive = small, poorly fitted or top-dose-only effect, or another doubt; inactive = no such curve, though single readings can be large; an effect the other way counts as inactive or inconclusive.

SMILES	EPAC1 agonist	CCT modulator	EPAC2 ag	WRN helicase inh	IL2 activator	PLK1 PBD inh	PI5P4K alpha inh	EPAC1 antag
C#CCNC(=O)C1=C[C@@H](C(C)(C)C)C[C@@H](OCc2ccc(CO)cc2)O1	-12%	0.2	-3%	-1%	0.8	3%	-1	-2%
Cc1ccc(C(=O)O)cc1NC(=S)NC(=O)c1ccc(-c2ccccc2)cc1	-23%	0.9	2%	-26%	0.3	?	-8	-28%
COc1cc(COC(=O)Oc2ccc(CNC(C)=O)cc2OC)c([N+](=O)[O-])cc1OC	9%	-0.1	7%	2%	-2.1	3%	-1	3%
Cc1ccc(NC(=O)c2nc[nH]c2C(=O)Nc2ccccc2F)cc1	-13%	0.3	-8%	8%	0.0	7%	-1	-23%
COc1cccc(C(=O)Nc2ccc(N3CCN(C(=O)c4cccs4)CC3)cc2)c1	4%	-0.5	13%	0%	-2.2	-3%	-7	14%
CCOC(=O)C1CCN(C(=O)c2ccc3c(c2)OCO3)CC1	5%	-0.6	0%	-5%	3.0	1%	.	-13%
O=C1CC(c2ccco2)Cc2nc(NCC3CCCO3)ncc21 (centres undefined)	0%	-3.8	10%	-4%	-0.4	-1%	2	0%
CC(O)c1cccc(-c2ccc(CN3C[C@]4(CO)O[C@@H](CO)C[C@@H]4S3(=O)=O)cc2)c1 (some centres undefined)	-12%	-1.6	2%	5%	0.3	27µM*	?	0%
Nc1nonc1C(=Nc1ccccc1)NO	5%	-1.5	-5%	-7%	1.6	-11%	.	-1%
Cc1cccc(NS(=O)(=O)c2ccc(C)c(C(=O)NNC(=O)c3csc(N4CCOCC4)n3)c2)c1	-3%	-1.2	10%	2%	0.3	-3%	-3	-3%
COc1cc2nc(NCCCN3CCN(C)CC3)n3nc(-c4ccccc4)nc3c2cc1OC	3%	0.0	3%	12µM*	-1.4	-3%	22	2%
CCN(CC)CCOC(=O)c1ccc(NC(=O)c2cccc(C)c2[N+](=O)[O-])cc1	2%	2.5	14%	-3%	-2.1	-14%	3	2%

Reformatted: entries from further up.
SMILES | EPAC1 agonist | CCT modulator | EPAC2 ag | WRN helicase inh | IL2 activator | PLK1 PBD inh | PI5P4K alpha inh | EPAC1 antag
Cc1ccc(C(=O)O)cc1NC(=S)NC(=O)c1ccc(-c2ccccc2)cc1 | -23% | 0.9 | 2% | -26% | 0.3 | ? | -8 | -28%
COc1cc(COC(=O)Oc2ccc(CNC(C)=O)cc2OC)c([N+](=O)[O-])cc1OC | 9% | -0.1 | 7% | 2% | -2.1 | 3% | -1 | 3%

The results go on.
SMILES	EPAC1 agonist	CCT modulator	EPAC2 ag	WRN helicase inh	IL2 activator	PLK1 PBD inh	PI5P4K alpha inh	EPAC1 antag
C(#CCN1CCOCC1)COCCCOC(c1ccccc1)c1ccccc1	5%	-2.1	-3%	-6%	1.5	-7%	.	0%
C[C@H](NC(=O)c1ncn2c1C(=O)NC[C@H]2C)c1ccccc1	4%	0.0	1%	2%	0.0	0%	-1	-1%
CCc1n[nH]c(=S)n1/N=C/c1ccc(-c2ccc(Br)cc2)o1	-9%	0.0	4%	0%	-0.3	-4%	-4	-7%
CC1(C(=O)Nc2ccc3c(c2)OCCO3)CCC(=O)N1CCOc1ccccc1 (centres undefined)	8%	-0.6	5%	2%	-0.5	-11%	-3	1%
O=C(CCC1CCCC1)Nc1ccc(Br)cn1	-4%	-1.1	-3%	0%	1.6	-2%	2	-14%
Cc1cc(C(=O)Nc2ccccc2[N+](=O)[O-])cs1	-1%	0.6	-1%	16%	-0.2	0%	2	6%
S=C(NCc1cccnc1)Nc1ccc(Cl)c(Cl)c1	9%	-0.6	14%	-12%	-1.2	-14%	.	-11%
CCN1CCN(CCCNC(=O)c2ccc(CS(=O)c3ccc(Br)cc3)o2)CC1 (centres undefined)	2%	-3.7	-6%	10%	-0.4	-4%	-3	13%
CCc1nc2cc([N+](=O)[O-])c([N+](=O)[O-])cc2[nH]1	-2%	-2.5	0%	-21%[57.1 µM]	0.4	3%	2	18%
NS(=O)(=O)c1ccc(CCNC(=O)c2cccnc2)cc1	11%	-3.3	8%	1%	-2.7	-8%	.	2%
CC1(C)NC(=O)N(CC(=O)OCC(=O)c2ccc(F)cc2)C1=O	-5%	-2.1	-2%	3%	0.6	-3%	4	7%
COc1ccccc1N(CC(=O)NC(C)(C)C)C(=O)C1CSC(=O)C1 (centres undefined)	4%	-1.3	-1%	4%	-1.5	-2%	2	9%

Some of the entries so far, with two lines to a compound.
Every second line gives: EPAC1 agonist	CCT modulator	EPAC2 ag	WRN helicase inh	IL2 activator	PLK1 PBD inh	PI5P4K alpha inh	EPAC1 antag
> CCN1CCN(CCCNC(=O)c2ccc(CS(=O)c3ccc(Br)cc3)o2)CC1 (centres undefined)
  2%	-3.7	-6%	10%	-0.4	-4%	-3	13%
> CCc1nc2cc([N+](=O)[O-])c([N+](=O)[O-])cc2[nH]1
  -2%	-2.5	0%	-21%[57.1 µM]	0.4	3%	2	18%

Results in PI5P4K alpha inh and CCT modulator, for five of the compounds above:
smiles | PI5P4K alpha inh | CCT modulator
S=C(NCc1cccnc1)Nc1ccc(Cl)c(Cl)c1 | . | -0.6
CCN1CCN(CCCNC(=O)c2ccc(CS(=O)c3ccc(Br)cc3)o2)CC1 (centres undefined) | -3 | -3.7
CCc1nc2cc([N+](=O)[O-])c([N+](=O)[O-])cc2[nH]1 | 2 | -2.5
NS(=O)(=O)c1ccc(CCNC(=O)c2cccnc2)cc1 | . | -3.3
CC1(C)NC(=O)N(CC(=O)OCC(=O)c2ccc(F)cc2)C1=O | 4 | -2.1

Additional structures:
SMILES	EPAC1 agonist	CCT modulator	EPAC2 ag	WRN helicase inh	IL2 activator	PLK1 PBD inh	PI5P4K alpha inh	EPAC1 antag
CC(=O)Nc1ccc(NC(=O)c2cc(-c3ccc(C)c(C)c3O)n[nH]2)cc1	14%	-2.6	5%	-4%	-2.8	-14%	-11	4%
CC(=O)Nc1ccc(NC(=O)C(C)OC(=O)C2CCCCC2)cc1 (centres undefined)	9%	0.1	-2%	1%	-2.2	-10%	0	9%
O=C(c1ccc(-n2cccn2)cc1)N1CCN(c2ncccc2C(F)(F)F)CC1	8%	-0.8	2%	3%	-0.1	0%	3	-6%
Cc1cccnc1C1=NOC(Cc2ccccc2)C(=O)N1CCOc1ccc(F)cc1 (centres undefined)	-2%	1.0	-1%	2%[57.1 µM]	-0.5	9%	31	1%
Cc1nonc1C(=O)N/N=C/c1ccccc1	-2%	-0.3	6%	13%[57.1 µM]	-0.3	24µM*	-11	4%
CCOC(=O)[C@@H]1[C@H]2COc3ccc(Br)cc3[C@@H]2N2C(=O)N(c3ccccc3)C(=O)[C@@]12C	-2%	-0.4	11%	-11%	0.6	-13%	-3	-28%
Cc1c(NC(=O)C2(c3ccccc3)CCCC2)c(=O)n(-c2ccccc2)n1C	4%	0.0	-12%	2%	1.6	-1%	-1	-14%
CC1Cc2ccccc2N1C(=O)Cn1nc(C(=O)O)c2ccccc2c1=O (centres undefined)	5%	-2.3	7%	5%	-0.3	-8%	-5	9%
O=C(NC1CCCC1)c1ccc(COc2ccccc2Br)o1	8%	1.0	11%	-10%	0.4	-16%	-2	-6%
FC(F)(F)c1cc(-c2ccccc2)nc(NCC2CCCO2)n1 (centres undefined)	7%	0.3	1%	-3%	-2.0	-4%	.	-17%
COc1ccc(Cl)c(Cn2c(NCCCN(C)C)nc3c2c(=O)n(C)c(=O)n3C)c1	6%	2.3	17%	-6%	-0.4	-6%	-2	-25%
CC(C)[C@H](NS(=O)(=O)c1ccccc1)C(=O)OCC(=O)Nc1cccc(S(N)(=O)=O)c1	-12%	14	-15%	-20%	1.4	-4%	1	-5%
CCCNC(=S)N1CCC(NC(=O)c2ccc(OC)cc2)CC1	4%	0.9	7%	-5%	0.7	-8%	-2	7%
Nc1nc(-c2ccco2)nn1C(=O)c1ccc(Cl)cc1	-3%	2.9	-12%	4%	-0.2	-7%	2	5%
Cc1ccc(C)c2c1sc(=NC(=O)CN1C(=O)CCC1=O)n2C	3%	0.1	16%	-4%	-3.8	-8%	0	-8%
CCN(CC)c1ccc(C(=O)OCC(=O)N(C(C)C)C(C)C)cc1	4%	-2.9	-3%	1%	2.3	-10%	5	11%
O=C(CC(Nc1ccc(Cl)cc1)C(=O)O)c1ccccc1 (centres undefined)	4%	-0.6	-2%	-27%	-0.4	-10%	-6	12%
O=C(COc1ccc(Br)cc1F)Nc1nnc(C2CC2)s1	11%	-0.7	1%	-2%	-0.7	1%	-2	0%
O=C(Oc1ccc2ccccc2c1)c1ccccc1	10%	3.5	11%	-3%	-1.0	-3%	.	9%
CCCCCC(=O)N1C[C@H](n2cc(-c3ccc(F)cc3)nn2)[C@@H](O)C[C@@H]1c1ccc(Cl)cc1	-22%	-2.6	11%	-6%	-3.1	-2%	-1	-26%
O=C(Cc1ccccc1)NC1CCSc2ccccc21 (centres undefined)	18%	-1.6	9%	8%	0.5	-12%	-3	5%
COc1ccc(-n2c(SCC(=O)Nc3ccccc3C)nc(O)c(Cc3ccccc3)c2=O)cc1	-7%	-2.6	-1%	-25%	-3.7	-7%	-14	-5%
Cc1cc(SCC(=O)OC/C(O)=C(\C#N)c2nc3ccccc3[nH]2)c(C)cc1Br	6%	-18	-2%	-4%	-3.1	1%	3	-10%
CN(C(=O)COC(=O)C1CCN(S(=O)(=O)c2ccc3c(c2)OCCO3)CC1)C1CCS(=O)(=O)C1 (centres undefined)	2%	-0.4	2%	16%	-4.7	1%	-2	22%
CCc1ccccc1N(CC(=O)NC(C)(C)CC)C(=O)CCC(=O)Nc1nccs1	-9%	-1.4	-3%	0%	1.5	4%	-1	-3%

Not all compounds are listed; count on the stated rates, not on these rows.
